# Assay outcomes: PubChem BioAssay, Broad Institute
# Rtt109 Vps75: blocks Candida albicans Rtt109/Vps75 acetyltransferase activity; Q5AAJ8; purified Rtt109/Vps75, ThioGlo CoA-SH fluorescence, 4 h; inhibition, % at 34.9 µM; 330,000 compounds, 0.16% hits; AID 540336;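 active = inhibition of at least 50% in every replicate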
# Target sequence (Q5AAJ8 whole entry, looked up): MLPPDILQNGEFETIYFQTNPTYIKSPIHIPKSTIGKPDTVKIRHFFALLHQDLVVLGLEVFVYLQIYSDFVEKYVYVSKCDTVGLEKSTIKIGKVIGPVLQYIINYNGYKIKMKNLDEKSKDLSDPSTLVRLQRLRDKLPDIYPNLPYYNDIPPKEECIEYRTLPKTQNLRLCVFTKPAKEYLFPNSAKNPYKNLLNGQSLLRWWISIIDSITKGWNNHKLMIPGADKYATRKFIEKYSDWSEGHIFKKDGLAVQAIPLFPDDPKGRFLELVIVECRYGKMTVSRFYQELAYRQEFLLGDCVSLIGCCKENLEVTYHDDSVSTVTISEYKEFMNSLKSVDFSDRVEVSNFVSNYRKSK
# CAL PDZ FP-1: blocks peptide binding to human CAL PDZ domain. purified CAL PDZ, TMR-peptide fluorescence polarization, 1 h. inhibition, % at 20 µM. 330,000 compounds, 0.02% hits. AID 504414;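 active = highest replicate inhibition of at least 40%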;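 also: plate controls were DMSO neutral control wells for no effect and unlabeled competitor peptide control wells for full effect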
#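 System: purified tagged CAL PDZ domain construct (CerCALP). Schedule: 1 h incubation at room temperature before polarization reading. Medium: 25 mM sodium phosphate pH 7.4, 150 mM NaCl, TCEP, IgG, Thesit. Read-out: percent inhibition from loss of millipolarization. Measured by: FP readout, S and P plane fluorescence. Probe or stimulus: fluorescent TMR peptide probe.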
# dFosB activator: activators of mouse delta FosB homodimer; 340,000 compounds, 0.99% hits; activation, % at 25 µM; purified delta FosB, TAMRA-CDK5 oligo fluorescence polarization; percent of positive-control signal above neutral wells;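 active = mean activation above about 17%, with every replicate also reaching it, limit read from the data, passing the limit was not always enough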;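 also: fluorescence polarization rise as delta FosB binds a TAMRA Cdk5 AP-1 oligo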
# Target sequence (P13346 whole entry, looked up): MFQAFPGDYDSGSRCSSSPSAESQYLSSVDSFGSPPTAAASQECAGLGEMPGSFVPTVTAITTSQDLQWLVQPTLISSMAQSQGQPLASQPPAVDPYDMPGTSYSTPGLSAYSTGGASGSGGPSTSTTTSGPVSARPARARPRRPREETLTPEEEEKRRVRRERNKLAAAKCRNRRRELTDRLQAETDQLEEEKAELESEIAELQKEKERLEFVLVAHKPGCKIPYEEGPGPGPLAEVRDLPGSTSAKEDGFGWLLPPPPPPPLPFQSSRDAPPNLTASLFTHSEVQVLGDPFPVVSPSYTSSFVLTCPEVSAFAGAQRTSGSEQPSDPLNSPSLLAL
# PvdQ inh: P. aeruginosa PvdQ acylase inhibition; inhibition, % at 10 µM; AID 488965; 340,000 compounds, 0.063% hits; purified PvdQ acylase, fluorescence plate reader; in the data active = inhibition above about 30%, passing the limit was not always enough;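 also: 0% = vehicle neutral wells and 100% = reference inhibitor wells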
# MITF TRPM1 HTS: MITF TRPM1 promoter activation in melanoma cells. SK-MEL-5 TRPM1-promoter luciferase, 24 h; % of positive control, neutral wells = 0. activation, % at 12.5 µM. 300,000 compounds, 0.75% hits;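 active = mean activation of at least 80% with every replicate also reaching 80%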;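 also: 0% = neutral control wells and 100% = parthenolide positive control wells; values of inactives mirror those of a sister screen read the other way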
# NSD2 inh: inhibitors of human histone methyltransferase NSD2; O96028; NSD2 peptide methylation, AlphaScreen, 120 min; inhibition, % at 12.5 µM; 310,000 compounds, 0.54% hits; in the data active = inhibition above about 50%
# PfHsp90 yeast 2: growth inhibition of yeast expressing Plasmodium Hsp90; S. cerevisiae expressing PfHsp90, BacTiter-Glo ATP, 48 h; yeast lacking PDR1 and PDR3 efflux regulators; inhibition, % at 9.4 µM; 310,000 compounds, 0.32% hits; AID 504621;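 active = every replicate shows inhibition above about 80%, whatever the replicate mean, limit read from the data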;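 also: 0% = DMSO neutral controls and 100% = 20 µM radicicol positive controls; yeast relying on Plasmodium falciparum Hsp90 in place of its own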
# SR-BI uptake up: activators of SR-BI mediated HDL lipid uptake; 320,000 compounds, 0.096% hits; activation, % at 12.5 µM; CHO ldlA[mSR-BI] cells, DiI-HDL uptake fluorescence, 3 h; 100 = double the neutral-control signal;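 active = mean replicate activation of at least 60% and every replicate at or above 60%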;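 also: 0% = median plate neutral-control signal and 100% = twice that signal; values of inactives mirror those of a sister screen read the other way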
#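 Test system: SR-BI-overexpressing, LDLR-lacking CHO cells; Also added: labelled HDL, 10 µg/mL; Measured by: bottom-read cell fluorescence after medium removal, ex 550/em 595 nm; Timing: 3 h uptake period with compound, 37 °C; Buffer or medium: F12, 0.5% BSA, 25 mM HEPES; Doses: single compound concentration, delivered by pin transfer.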
# CAL PDZ FP-2: inhibitors of human CAL PDZ peptide binding. Q9HD26. purified CAL PDZ, TMR-peptide fluorescence polarization, 1 h. inhibition, % at 24.9 µM. 300,000 compounds, 0.92% hits. AID 602252;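 active = mean inhibition of at least 30% with at least half of replicates also reaching 30%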;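 also: 0% = DMSO neutral control and 100% = excess unlabeled competitor peptide PRC23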
# SR-BI HDL uptake: inhibitors of mouse SR-BI mediated HDL lipid uptake; 320,000 compounds, 0.96% hits; inhibition, % at 12.5 µM; AID 488896; Q61009; ldlA[mSR-BI] CHO cells, DiI-HDL uptake fluorescence, 3 h;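 active = mean replicate inhibition of at least 70% and a set share of replicates each scoring 70 or more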;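 also: 0% = median of neutral control wells and 100% = median of positive control wells; values of inactives mirror those of a sister screen read the other way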
# Active calls of the source: *; / = not tested or not shown.
SMILES,Rtt109 Vps75,CAL PDZ FP-1,dFosB activator,PvdQ inh,MITF TRPM1 HTS,NSD2 inh,PfHsp90 yeast 2,SR-BI uptake up,CAL PDZ FP-2,SR-BI HDL uptake
O=C(CCS(=O)(=O)c1ccc2c(c1)NC(=O)CS2)NCCc1ccccc1,/,-3.1,-6,1,-2,-4,8,9,-5,-9
Cc1c(C(=O)N2CCC(C)CC2)oc2ccc(S(=O)(=O)N3CCC4(CC3)OCCO4)cc12,12,-2.0,-1,-11,-6,2,23,-23,-2,23
Cc1cc(C)nc(SCC(=O)Nc2sc3c(c2C#N)CCC(C)C3)n1 (stereo unspecified),10,-2.1,-11,2,-9,0,-16,-44,1,44
O=C(NCC1CCN(Cc2ccc(Cl)cc2)CC1)C1CCCN(c2ncnc3c2nc2n3CCCCC2)C1 (stereo unspecified),4,-1.4,3,0,-23,4,10,-43,0,43
NC(=O)c1ncn([C@@H]2O[C@H](CNCc3cccn3-c3ccncc3)[C@@H](O)[C@H]2O)n1,8,0.9,2,1,1,/,12,-2,-4,2
Fc1ccccc1NC(=S)N1CCC(c2ccccc2)C1 (stereo unspecified),-2,-0.6,-2,-26,109*,19,-29,10,1,-10
COc1cc(C(=O)N/N=C(\C)Cc2ccccc2)cc(OC)c1OC,1,-3.2,-3,-10,-6,-3,-10,13,-2,-13
Cc1cccc(C(=O)NNC(=O)c2cc3cc4ccccc4nc3s2)c1,1,-0.9,9,10,/,1,-10,-12,-1,12
COc1ccc(CN(CCc2ccccc2)Cc2ccccc2)cc1OC,15,-0.6,-3,8,-4,-20,0,-10,0,10
CC(=O)c1ccc(S(=O)(=O)Nc2ccccc2C(=O)NC2CC2)cc1,-10,0.5,0,-17,15,0,13,1,-2,-1
CC(=O)c1cccc(OCc2cc(C(=O)N(C)C(C)c3ccccn3)no2)c1 (stereo unspecified),-6,-2.3,2,-4,-4,30,-1,-15,0,15
CCC1(C)Cc2c(sc(NC(=S)NC(=O)c3ccccc3)c2C#N)CO1 (stereo unspecified),-2,-2.2,-1,0,10,9,-2,-25,-1,25
Cc1cccc(C(=O)N2CCc3c([nH]c4ccccc34)C2CC(C)C)n1 (stereo unspecified),7,-1.1,-11,-15,29,5,-29,-2,3,2
CCCc1ccc2oc(C(=O)NCCN3CCCC(O)C3)c(C)c2c1 (stereo unspecified),2,-2.1,-4,-7,44,-4,-6,-19,-3,19
CN(CCOc1ccc(Cl)cc1)C(=O)c1cccc(S(=O)(=O)N2CCN(c3ccc(F)cc3)CC2)c1,-7,-0.4,-5,-15,-57,-3,-3,-21,/,21
COc1cc(/C=N/NC(=O)c2ccc(CSc3nncn3C)cc2)cc(OC)c1O,0,-0.6,-2,10,-1,-1,-13,-10,-4,10
Cc1ccc2c(c1)N(CC(=O)OC(CC(C)C)C(=O)NC1CCCC1)C(=O)CO2 (stereo unspecified),0,/,-6,-8,3,-2,/,11,-1,-11
COc1ccc(CCNC(=O)C2CCN(S(=O)(=O)c3ccc4nc5c(c(C(=O)O)c4c3)CCCC5)CC2)cc1OC,0,-1.1,-1,-6,5,1,-1,4,-4,-4
O=C(Nc1ccn(-c2ccccc2)n1)c1ccccc1Br,-24,-1.5,-3,-8,66,-1,-13,-3,7,3
Cc1ccc(NC(=O)CSc2ncn[nH]2)cc1,2,-1.4,5,-43,21,-5,16,7,1,-7
COc1cc2ccccc2cc1C(=O)OCC(=O)NC1CCS(=O)(=O)C1 (stereo unspecified),-13,-3.3,-5,-12,-2,-1,-8,-10,-2,10
Cc1ccc(N2CC(C(=O)N3CCC(C(=O)Nc4nnc(C(C)(C)C)s4)CC3)CC2=O)cc1 (stereo unspecified),8,0.0,-15,2,7,-4,-6,-27,6,27
c1ccc(-c2nc3nonc3c3nc4ccccc4n23)cc1,-2,-1.1,-13,-7,4,0,/,-3,1,3
C=CCn1c(=O)c(C(=O)NCc2ccc3c(c2)OCO3)c(O)c2ccccc21,3,0.3,-9,0,-4,2,19,26,-3,-26
O=C1CCCN1CCCN1CC(C(=O)N(CCO)Cc2ccccc2)CCC1=O (stereo unspecified),-20,-2.1,-2,-12,12,-1,10,17,-2,-17
CN1CCN(c2sc(S(C)(=O)=O)nc2S(=O)(=O)c2ccc(Cl)cc2)CC1,1,-0.3,-9,-9,-37,2,-29,14,-4,-14
CC(C)(C)NC(=O)c1cccc(NC(=O)CSc2ccccc2)c1,6,-0.7,-3,-4,-4,-1,-5,28,-2,-28
CCOc1ccc(NC(=O)CSc2nncc(=O)[nH]2)cc1,16,-2.2,1,-11,-3,-3,10,32,-4,-32
CC(=O)N/C(=C\c1ccccc1)C(=O)OCC(=O)NC1CCS(=O)(=O)C1 (stereo unspecified),-2,0.2,-4,-12,3,2,-13,16,/,-16
O=c1oc2ccccc2cc1-c1nc(-c2ccccc2)no1,3,-0.7,-4,-16,19,2,16,13,-6,-13
NC(=O)NC1(C(=O)O)CCCC1,-1,-0.8,-4,-23,6,-1,19,0,-1,0
COc1ccc(N2CCN(C(=O)c3ccccc3NS(=O)(=O)c3ccccc3)CC2)cc1,7,-1.8,-9,3,-1,18,-4,7,-1,-7
COc1ccccc1NC(=O)CSc1n[nH]c(-c2ccccn2)n1,6,-0.3,-8,4,-7,-7,-2,/,/,/
CC(C)(C)NC(=O)/C(=C\c1ccco1)NC(=O)c1cccs1,1,-1.3,4,-3,-8,-4,-45,27,1,-27
N/C(=N\OC(=O)c1ccco1)c1cccc([N+](=O)[O-])c1,-5,-0.1,-1,-8,53,2,1,4,-1,-4
NC(=O)COc1ncnc2scc(-c3ccc(F)cc3)c12,4,-1.6,-4,-9,-7,1,12,7,-2,-7
CC1COc2ccccc2N1S(=O)(=O)c1ccc(Cl)cc1 (stereo unspecified),-4,-0.8,-4,-9,-19,1,34,-19,0,19
O=S(=O)(NCCc1ccc2c(c1)OCCO2)c1cccs1,-6,/,-7,-7,/,-1,/,1,-1,-1
CC(C)(C)OC(=O)N1CCC[C@H]1c1nnc(SCc2ccc(Cl)cc2)o1,-1,0.4,-1,-16,-15,-1,0,28,-3,-28
C=CCn1c(CCn2c3ccccc3c3ccccc32)n[nH]c1=S,2,-0.3,-6,-5,-6,-1,-1,-1,1,1
CCOCCCNC(=O)C(NC(=O)Cc1cccs1)c1ccc(Cl)cc1 (stereo unspecified),-2,0.5,2,6,15,5,/,15,2,-15
Cc1nnc(SCc2ccc(CSc3nnc(C)c(=O)[nH]3)cc2)[nH]c1=O,-2,-0.5,-9,-11,-1,0,13,-2,-2,2
O=C(CN1C(=O)C2C3C=CC(C3)C2C1=O)NCCN1CCCc2ccccc21 (stereo unspecified),0,-1.1,-9,-12,-8,-2,2,6,12,-6
C[N+]1(CN2C(=O)C3C4C=CC(C4)C3C2=O)CCCCC1 (stereo unspecified),-4,0.3,6,-4,-19,28,-8,8,-6,-8
CC(C)(C)NC(=O)C1CCN(C(=O)c2ccc(Br)cc2)CC1,-2,-3.1,-7,-17,-3,-2,-7,-4,-2,4
CCOC(=O)c1[nH]c(C)c(C(=O)NC2CCCCCC2)c1C,-4,0.1,1,-25,9,-3,18,-10,8,10
CC1CCc2sc(C(=O)N(C)CC(=O)Nc3cccc(F)c3)cc2C1 (stereo unspecified),6,-1.8,-14,-5,6,-1,-10,-1,2,1
Cn1ccnc1C(=O)c1ccc(N)cc1,3,-2.1,-1,-10,0,4,-21,21,0,-21
O=C(OCCCN=C1NS(=O)(=O)c2ccccc21)C1CC(=O)N(c2ccc(Cl)cc2)C1 (stereo unspecified),-3,-1.1,1,0,/,-1,-2,1,-1,-1
O=C(O)c1ccc2c(c1)C(=O)N(CCc1c[nH]c3ccccc13)C2=O,0,-1.3,-24,-2,63,8,9,19,-6,-19
O=C(NCCc1c[nH]c2ccccc12)c1cccc(Br)c1,3,-3.1,-9,-16,17,3,3,-24,-4,24
COc1ccc2oc(C(=O)OCC(=O)Nc3ccc(NC(C)=O)cc3)c(C)c2c1,1,-0.4,36*,2,7,-2,-22,-30,-2,30
COc1cccc(C(C(=O)NC(C)(C)C)N(Cc2ccco2)C(=O)CCC(=O)Nc2cc(C)on2)c1OC (stereo unspecified),3,-1.3,-11,3,-5,-2,20,-6,/,6
COC(=O)c1ccc(NC(=O)Cn2nc(C(=O)Nc3ccc(C)cc3)ccc2=O)cc1,-6,-0.5,-6,-8,3,-2,-9,2,1,-2

# Given tab-delimited: 5 of the compounds above.
molecule	Rtt109 Vps75	CAL PDZ FP-1	dFosB activator	PvdQ inh	MITF TRPM1 HTS	NSD2 inh	PfHsp90 yeast 2	SR-BI uptake up	CAL PDZ FP-2	SR-BI HDL uptake
COc1ccc(N2CCN(C(=O)c3ccccc3NS(=O)(=O)c3ccccc3)CC2)cc1	7	-1.8	-9	3	-1	18	-4	7	-1	-7
Cc1ccc(N2CC(C(=O)N3CCC(C(=O)Nc4nnc(C(C)(C)C)s4)CC3)CC2=O)cc1 (stereo unspecified)	8	0.0	-15	2	7	-4	-6	-27	6	27
CC1COc2ccccc2N1S(=O)(=O)c1ccc(Cl)cc1 (stereo unspecified)	-4	-0.8	-4	-9	-19	1	34	-19	0	19
CC(C)(C)OC(=O)N1CCC[C@H]1c1nnc(SCc2ccc(Cl)cc2)o1	-1	0.4	-1	-16	-15	-1	0	28	-3	-28
C=CCn1c(CCn2c3ccccc3c3ccccc32)n[nH]c1=S	2	-0.3	-6	-5	-6	-1	-1	-1	1	1

# 3 entries out of the list above, arranged by the value under PvdQ inh, lowest first.
Molecule | PvdQ inh
O=C(NCCc1c[nH]c2ccccc12)c1cccc(Br)c1 | -16
COC(=O)c1ccc(NC(=O)Cn2nc(C(=O)Nc3ccc(C)cc3)ccc2=O)cc1 | -8
COc1cccc(C(C(=O)NC(C)(C)C)N(Cc2ccco2)C(=O)CCC(=O)Nc2cc(C)on2)c1OC (stereo unspecified) | 3
